M1 antag: human CHRM1 antagonism; inhibition, % at 3 µM; hit rate 1.3% among 360,000; CHO-K1 hM1, Fluo-8 calcium fluorescence, ACh EC80 antagonist;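 active = percent inhibition above its own plate's cutoff, namely the mean of that plate's compound wells plus 3 SD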;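 note: peak over basal fluorescence ratio during 140 s after agonist addition; 0% = ACh EC80 plus DMSO and 100% = DMSO alone without agonist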
Target sequence (P11229 whole entry, looked up): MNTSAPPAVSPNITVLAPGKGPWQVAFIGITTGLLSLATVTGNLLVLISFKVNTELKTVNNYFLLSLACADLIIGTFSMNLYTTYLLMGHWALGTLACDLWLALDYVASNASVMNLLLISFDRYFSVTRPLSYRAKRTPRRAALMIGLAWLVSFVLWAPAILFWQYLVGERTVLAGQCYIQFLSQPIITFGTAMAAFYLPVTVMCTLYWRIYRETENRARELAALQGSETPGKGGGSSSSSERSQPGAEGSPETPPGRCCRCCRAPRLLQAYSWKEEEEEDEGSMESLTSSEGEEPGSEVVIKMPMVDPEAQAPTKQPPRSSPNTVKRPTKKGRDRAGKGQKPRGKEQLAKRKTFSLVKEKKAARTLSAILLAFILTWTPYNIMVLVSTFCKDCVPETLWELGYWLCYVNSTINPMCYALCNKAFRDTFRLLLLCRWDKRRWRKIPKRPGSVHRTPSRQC
OXTR potentiate: human OXTR potentiation | AID 2445 | P30559 | CHO-OTR cells, Fluo-8 calcium fluorescence, potentiator mode; 0% = oxytocin EC15, 100% = EC100 | activation, % at 3 µM | hit rate 0.061% among 320,000;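 active = activation above that plate's cutoff, the mean activation of tested compounds plus 3 SD, cut at about 6.6% in these data, passing the limit was not always enough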;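 note: 100% uses oxytocin at 75 nM as the full agonist control; some results filed as inactive read as strong as hits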
Target sequence (P30559 whole entry, looked up): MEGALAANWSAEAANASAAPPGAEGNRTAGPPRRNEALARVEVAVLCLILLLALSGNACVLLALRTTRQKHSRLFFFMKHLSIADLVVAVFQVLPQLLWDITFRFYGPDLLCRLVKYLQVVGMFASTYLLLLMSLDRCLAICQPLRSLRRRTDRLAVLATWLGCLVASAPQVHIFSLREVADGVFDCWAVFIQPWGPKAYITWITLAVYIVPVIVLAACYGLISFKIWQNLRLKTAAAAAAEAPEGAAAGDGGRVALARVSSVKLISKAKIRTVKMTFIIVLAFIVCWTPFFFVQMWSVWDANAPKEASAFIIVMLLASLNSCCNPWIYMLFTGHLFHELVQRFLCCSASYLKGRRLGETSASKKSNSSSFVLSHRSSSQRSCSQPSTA
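Measured by – Fluo-8 calcium dye fluorescence · Test system – human OTR in CHO cells · Dosing – one concentration, 3.0 µM compound · Controls – EC15 oxytocin alone as 0%, 75 nM oxytocin as 100% · Evaluation – normalized max/min fluorescence ratio, % activation · Timing – 6 min pre-incubation, 100 s read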
TAAR1 antag: human TAAR1 antagonism; Q96RJ0; AID 624466; hit rate 1.5% among 360,000; CHO RD-HGA16 TAAR1, Fluo-8 calcium fluorescence, antagonist; inhibition, % at 3 µM;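 active = inhibition above a per-plate cutoff, the mean inhibition of test compounds on that plate plus 3 SD, cut at about 49% in these data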;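 note: 0% = DMSO plus EC80 beta-PEA response and 100% = DMSO alone without agonist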
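Assay system: RD-HGA16 CHO cells with stable hTAAR1 and Gα16 / Reagent: EC80 β-phenethylamine stimulus / Doses: 3 µM, single point / Timing: dye loading 75 min at 37 °C, then 30 min room temperature / Measured by: Fluo-8 intracellular calcium dye fluorescence, real-time kinetic reads / Controls: vehicle wells and EC80 agonist wells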
CHO parental Ca: signal in parental CHO cells, OX1R antagonist counter-screen. hit rate 0.63% among 330,000. inhibition, % at 5.6 µM. parental CHO-K1, ATP-induced calcium, Fluo-8 fluorescence;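 active = inhibition above that plate's mean sample inhibition plus 3 SD, cut at about 26% in these data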;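 note: 0% = ATP-challenged DMSO wells and 100% = DMSO wells without ATP; some compounds past the cut are filed as inactive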
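test system = CHO parental line | reagent = ATP stimulus | measured by = intracellular calcium via Fluo-8 no-wash fluorescent dye | control set = ATP and no-ATP DMSO wells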
TAAR1 agonist: human TAAR1 agonism; CHO RD-HGA16 TAAR1, Fluo-8 calcium fluorescence; vehicle wells 0%, saturating PEA agonist 100%; activation, % at 3 µM; hit rate 0.99% among 360,000; AID 624467;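 active = activation above the mean activation of all test compounds in the run plus 3 SD, cut at about 38% in these data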
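Test system: RD-HGA16 (CHO) cells co-expressing Gα16 and hTAAR1; dosing: one-point dosing at 3 µM (nominal); timing: 17-24 h seeding, 75 min 37 °C dye, 30 min RT; signal: kinetic Fluo-8 calcium fluorescence; read-out basis: % activation relative to PEA EC100 response; controls: DMSO and PEA EC100; replicates: n 1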
OXTR agonist: human OXTR agonism | CHO-OTR cells, Fluo-8 calcium fluorescence; normalized: DMSO 0%, oxytocin 100% | activation, % at 3 µM | hit rate 0.32% among 320,000;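 active = activation above the mean of all tested compounds plus 3 SD, cutoff set per screening run, cut at about 20% in these data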;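 note: peak over basal fluorescence ratio from a 100 s FLIPR kinetic read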
V1aR counter: activates human V1a receptor in oxytocin agonist counter-screen | P37288 | CHO-V1R cells, Fluo-8 calcium fluorescence, agonist mode; 0% DMSO, 100% 3 nM vasopressin | activation, % at 3 µM | hit rate 0.25% among 320,000 | AID 2797;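 active = activation above the mean activation of all tested compounds plus 3 SD, per screening run, cut at about 20% in these data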;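 note: signal is peak over basal fluorescence ratio across a 100 second FLIPR read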
CHRM1 agonist: agonists of human M1 muscarinic receptor | CHO-K1 hM1, Fluo-8 calcium fluorescence, agonist mode; 0% DMSO, 100% acetylcholine EC100 | activation, % at 3 µM | hit rate 0.33% among 360,000;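 active = activation above the run's mean compound activation plus 3 SD, cut at about 16% in these data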;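 note: peak over basal fluorescence ratio within a 140 s kinetic read after compound addition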
M1 PAM: potentiates human M1 receptor response to acetylcholine | P11229 | CHO-K1 hM1, Fluo-8 calcium fluorescence, ACh EC20; 0% = ACh EC20, 100% = maximal ACh | activation, % at 3 µM | hit rate 0.088% among 360,000; in the data active = activation above about 19%, passing the limit was not always enough
Starred values were filed as active, the others as inactive; / = not tested or not shown.

Order of values – M1 antag | OXTR potentiate | TAAR1 antag | CHO parental Ca | TAAR1 agonist | OXTR agonist | V1aR counter | CHRM1 agonist | M1 PAM
- CC(C)Cc1nc2n[nH]c(N)c2c2c1CCC2
→ -26 | -2 | -17 | -3 | 3 | -0.2 | -0.8 | -3 | 9
- O=C(COC(=O)c1cccc(O)c1)NCc1ccc2c(c1)OCO2
→ -35 | -1 | -35 | -1 | 8 | 0.4 | 0.0 | 0 | 8
- Cc1ccc([C@@H]2CC(=O)[C@@H]3CN(S(=O)(=O)c4ccc(C)cc4)[C@H](c4ccc(Cl)cc4)C[C@@H]3N2S(=O)(=O)c2ccc(C)cc2)cc1
→ -12 | / | -11 | / | 4 | / | / | -2 | 8
- Cc1ccc(S(=O)(=O)c2nc(S(C)(=O)=O)sc2N2CCC(C)CC2)cc1
→ -6 | -6 | -12 | -11 | -1 | -0.4 | 0.7 | -9 | 3
- CN(C)c1ccc(Cl)c(NC(N)=S)c1
→ -18 | / | 15 | / | 0 | / | / | -6 | 6
- COc1ccc2nc(NC(=O)C3CCN(S(=O)(=O)c4cccs4)CC3)sc2c1
→ 11 | -9 | 31 | 15 | 20 | 8.3 | 9.3 | 0 | -7
- Cc1[nH]nc2c1C(CC(C)C)C(C#N)=C(N)O2 (stereo not given)
→ -14 | 5 | -17 | 0 | 7 | 2.0 | 0.1 | -3 | 6
- COc1cccc(C(=O)Nc2nnc(SCC(=O)NC3CC3)s2)c1
→ -13 | -4 | -3 | -5 | 6 | 1.2 | 1.5 | 0 | 11
- Cc1c(C(=O)N2CCN(c3ccc(F)cc3)CC2)oc2c1C(=O)CCC2
→ 1 | -9 | 30 | -9 | 6 | 0.7 | 1.8 | -1 | -3
- Cc1ccc(C(=O)O)cc1NC(=S)NC(=O)c1ccc(-c2ccc(Cl)cc2)o1
→ -19 | -13 | -23 | 3 | -2 | -1.7 | 0.1 | -4 | 12
- Cc1ccc(CNC(=O)CCSCc2ccccc2C)cc1
→ 3 | 0 | -6 | -9 | -1 | -2.5 | -1.8 | -3 | -2
- CC(=O)Nc1ccc(/C=C/c2noc(-c3ccccc3O)n2)cc1
→ -12 | -12 | / | 2 | / | 0.8 | 0.3 | -3 | 3
- O=C(NCCc1cn2ccsc2n1)c1cccs1
→ -16 | -4 | -2 | 8 | 1 | 2.3 | 2.5 | 4 | 11
- Cc1cc(C(=O)Nc2ccccc2)c2ccccc2n1
→ -8 | 0 | 0 | -1 | 4 | -0.6 | 0.6 | -4 | 3
- Cc1ccc2c(c1)[nH]c1c(=O)n(Cc3ccco3)cnc12
→ -28 | -7 | 28 | 10 | 73* | 7.8 | 7.9 | 2 | 13
- COc1ccc(OC)c2c(C)cc(N3CCN(C(=O)c4ccc(F)cc4)CC3)nc12
→ -5 | 0 | 5 | -36 | 0 | -2.0 | -1.3 | -6 | 0
- C[C@H](O)[C@@H]1C(=O)N2CCc3ccc(N4CCN(C)CC4)cc3[C@@H]2C[C@@H]1N(C)C(=O)NC1CCCCC1
→ -7 | / | -7 | / | 0 | / | / | -6 | 3
- COc1ccccc1Cc1c(-c2ccccc2)nc2c(C)cc(Br)cn12
→ -7 | / | -19 | / | -3 | / | / | -3 | 1
- COc1cc(/C=N/NC(=O)CNC(=O)c2ccccc2)ccc1OC(=O)c1cccs1
→ -2 | -14 | 19 | -25 | 8 | -1.9 | 2.1 | -3 | 0
- Cc1ccc2c(CC(=O)Nc3nc(C)cs3)coc2c1
→ -11 | -10 | 2 | -28 | 0 | -1.0 | -0.5 | -4 | 7

Part of the list above in order of molecular weight, largest number first:
Order of values – M1 antag | OXTR potentiate | TAAR1 antag | CHO parental Ca | TAAR1 agonist | OXTR agonist | V1aR counter | CHRM1 agonist | M1 PAM
- C[C@H](O)[C@@H]1C(=O)N2CCc3ccc(N4CCN(C)CC4)cc3[C@@H]2C[C@@H]1N(C)C(=O)NC1CCCCC1
→ -7 | / | -7 | / | 0 | / | / | -6 | 3
- COc1ccc(OC)c2c(C)cc(N3CCN(C(=O)c4ccc(F)cc4)CC3)nc12
→ -5 | 0 | 5 | -36 | 0 | -2.0 | -1.3 | -6 | 0
- COc1ccccc1Cc1c(-c2ccccc2)nc2c(C)cc(Br)cn12
→ -7 | / | -19 | / | -3 | / | / | -3 | 1
- Cc1ccc2c(CC(=O)Nc3nc(C)cs3)coc2c1
→ -11 | -10 | 2 | -28 | 0 | -1.0 | -0.5 | -4 | 7
- O=C(NCCc1cn2ccsc2n1)c1cccs1
→ -16 | -4 | -2 | 8 | 1 | 2.3 | 2.5 | 4 | 11
- Cc1cc(C(=O)Nc2ccccc2)c2ccccc2n1
→ -8 | 0 | 0 | -1 | 4 | -0.6 | 0.6 | -4 | 3

The results go on:
Order of values – M1 antag | OXTR potentiate | TAAR1 antag | CHO parental Ca | TAAR1 agonist | OXTR agonist | V1aR counter | CHRM1 agonist | M1 PAM
- CCCCNC(=O)c1onc(CSc2cc(C)cc(C)c2)c1C(=O)O
→ -4 | -3 | 12 | -11 | 1 | -0.7 | -0.2 | 2 | 4
- O=C(NCc1ccc(-n2cccc2)cc1)c1cccc(F)c1
→ 1 | -9 | -3 | 10 | -2 | -2.0 | -0.2 | -6 | 0
- CCc1ccc(S(=O)(=O)N/N=C\c2ccc([N+](=O)[O-])o2)cc1
→ -17 | / | -15 | / | 14 | / | / | 1 | 5
- COc1ccc(/C=C(\NC(=O)c2ccccc2)C(=O)NNC(=O)CCN2CCOCC2)cc1
→ -1 | -8 | -15 | -8 | 1 | 0.2 | -0.8 | -2 | 2
- COc1ccc(NC(=O)CSc2n[nH]c(-c3ccncc3)n2)c([N+](=O)[O-])c1
→ 11 | / | -4 | / | 1 | / | / | -6 | -5
- Cc1ccc(C(=O)NNC(=O)c2ccccc2OCc2c(C)noc2C)cc1
→ -8 | / | -6 | / | 3 | / | / | -1 | 11
- O=C1c2cccc(OCc3ccc(F)cc3)c2CCN1Cc1ccc(F)cc1
→ 5 | -8 | 27 | 6 | 4 | 3.8 | 2.7 | -3 | -5
- O=C(COc1ccccc1Cl)NC(=S)N1CCc2ccccc21
→ -1 | -12 | 0 | -12 | -2 | -1.2 | -0.1 | -8 | 2
- Nc1cc(N)nc(SCC(=O)NCC(=O)Nc2ccc(F)c(F)c2F)n1
→ -1 | -2 | 0 | -4 | 4 | 0.8 | 0.7 | -3 | -1
- CCC(C)NS(=O)(=O)c1ccc(NS(=O)(=O)c2ccccc2[N+](=O)[O-])cc1 (stereo not given)
→ 5 | -3 | -11 | -2 | 5 | 1.2 | 0.0 | -4 | 1
- COc1cc(CNC2CCCCC2)c(Br)cc1OC1CCCC1
→ 16 | -3 | -26 | -10 | 3 | 5.0 | 3.5 | -1 | -5
- CCOc1ccccc1N1CCN(S(=O)(=O)c2ccc(Cl)s2)CC1
→ -2 | -6 | 4 | -26 | 16 | -1.5 | -0.5 | 0 | 0
- CCOC(=O)C1CCCN(S(=O)(=O)Cc2ccccc2Cl)C1 (stereo not given)
→ -10 | -9 | -24 | -6 | 6 | 0.1 | -0.4 | -1 | 6
- CC(C)c1ccc(N(C(=O)c2ccc3c(c2)OCO3)C2C=CS(=O)(=O)C2)cc1 (stereo not given)
→ -4 | -4 | 11 | -4 | 2 | -2.2 | 0.7 | -4 | 0
- Cc1ccccc1C(CC(=O)c1cccs1)C(C#N)C#N (stereo not given)
→ 2 | -6 | -1 | -23 | -1 | -2.6 | 0.6 | -8 | -2
- CCOc1ccc(CCNC(=O)C2CCC(=O)N2C2CCCCC2)cc1OCC (stereo not given)
→ -13 | 1 | -7 | -21 | 8 | -0.4 | 0.1 | -4 | -1
- CCOc1cccc(/C(O)=C2/C(=O)C(=O)N(CCOC)C2c2ccncc2)c1 (stereo not given)
→ -2 | -3 | 0 | -3 | 3 | 0.4 | 0.4 | -2 | 4
- COc1ccc(CCC(=O)OC(C)C(=O)c2ccc(C)cc2)cc1 (stereo not given)
→ 2 | -2 | 5 | -8 | 3 | -2.4 | 2.0 | -7 | -2
- CCC(=O)Nc1cccc(-c2nnc(-c3ccccc3)o2)c1
→ -23 | -5 | 12 | -20 | 7 | 1.1 | 1.1 | 0 | 5
- CN(C)c1ccc(C(=O)N2CC(=O)N(CCc3ccccc3)C(=O)C2)cc1
→ -8 | -12 | -1 | -16 | 8 | 2.1 | 0.6 | 0 | 4
- O=C(NCC(=O)N(Cc1ccco1)C(C(=O)NC1CCCCC1)c1ccncc1)c1cccs1 (stereo not given)
→ -5 | -4 | 0 | 0 | 8 | 0.0 | -0.8 | -4 | 3
- CC(O)CC(C)O (stereo not given)
→ -13 | 0 | -2 | 0 | 0 | 1.3 | 0.7 | -1 | 7
- CC1CCN(C(=O)COC(=O)c2n[nH]c3ccccc23)CC1
→ -12 | -14 | 6 | -17 | 2 | 1.2 | 1.5 | 0 | 9
- O=c1cc(-c2ccccc2)nc2nc(SCc3ccccc3)[nH]n12
→ -5 | -5 | -13 | -3 | 8 | -1.4 | 0.4 | -1 | 7
- CCCC(=O)OCC(=O)Nc1ccccc1Sc1ccccc1
→ -7 | -7 | -17 | 1 | -2 | -2.7 | -0.2 | -8 | -6
- CCOc1ccc(N=c2cc(-c3ccc(OC)cc3)oc3ccccc23)cc1
→ 0 | 10 | -1 | -20 | 1 | -0.8 | 0.7 | -10 | -3
- Cc1nn(C)c(Cl)c1C(=O)NCC(=O)O
→ 2 | -9 | 23 | -3 | 2 | 0.4 | 0.6 | -3 | -1
- COCCCn1c(SCC(=O)OC2CCCCC2)nnc1-c1cccs1
→ -17 | -3 | -22 | -13 | 13 | -0.7 | -0.3 | 1 | 15
- CCc1ccc(C(=O)COC(=O)C(Cc2ccccc2)NC(=O)C2CCC(C)CC2)cc1 (stereo not given)
→ -8 | -6 | 0 | -22 | 7 | -1.4 | -0.5 | -3 | 4
- CCOC(=O)N1CCN(C(=O)c2cc3cc(F)ccc3[nH]2)CC1
→ -6 | -1 | -14 | -7 | 3 | 1.3 | 0.9 | 0 | 4
- COc1cccc(C(=O)CC(C(=O)O)c2ccc(F)cc2)c1 (stereo not given)
→ 1 | -8 | -25 | 13 | 1 | 0.6 | 0.1 | -4 | 8
- O=C(COC(=O)C1CCCN1C(=O)c1cccs1)c1ccccc1 (stereo not given)
→ -10 | -6 | -4 | -5 | -2 | -1.4 | 0.6 | -3 | 8
